# Screening data as filed in PubChem BioAssay.
# bovine MsrA act: activates bovine MsrA enzyme | purified bovine MsrA, absorbance read-out | activation, % at 10.6 µM | 360,000 tested, 0.3% active | AID 602163; in the data active = activation above about 7.5%;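 note: 0% = vehicle and 100% = reference activator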
# LMPTP block: LMPTP (human) inhibition; recombinant LMPTP-A, OMFP fluorogenic substrate, fluorescence intensity; 360,000 tested, 0.22% active; inhibition, % at 20 µM;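 active = compounds that cut the enzyme signal by at least half of the control window in the single-dose screen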;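 note: plate controls were DMSO wells with enzyme plus substrate for no effect and substrate without enzyme for full effect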
# Target sequence (P24666 whole entry, looked up): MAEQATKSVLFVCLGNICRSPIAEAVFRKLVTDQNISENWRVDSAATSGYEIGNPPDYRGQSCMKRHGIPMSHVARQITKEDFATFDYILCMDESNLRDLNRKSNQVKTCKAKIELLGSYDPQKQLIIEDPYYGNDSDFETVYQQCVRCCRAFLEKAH
#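 Test system: LMPTP-A, protein tyrosine phosphatase of low molecular weight; Input: 0.625 nM enzyme; Incubation: 50 min dark incubation at room temperature; Signal: endpoint fluorescence intensity from OMFP dephosphorylation; Read-out basis: % inhibition versus control wells.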
# MsrA inhibitor: inhibits bovine methionine sulfoxide reductase A. purified bovine MsrA, absorbance read-out. inhibition, % at 15.5 µM. 360,000 tested, 0.75% active. AID 651718; in the data active = inhibition above about 4.5%;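 note: 0% = vehicle wells with enzyme and 100% = reference inhibitor wells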
# Tb MetRS inh: Trypanosoma brucei MetRS inhibition; purified T. brucei MetRS, ATP depletion, Kinase-Glo luminescence; inhibition, % at 11.9 µM; 360,000 tested, 0.4% active; AID 624268;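 active = inhibition above a per-plate cutoff of the control wells' mean inhibition plus 3 SD, cut at about 5.5% in these data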;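 note: 0% = DMSO wells median and 100% = median of wells with control inhibitor compound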
#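 assay system = parasite MetRS enzyme | timing = 15 min preincubation, 2 h reaction, all 25 °C | evaluation = percent inhibition relative to median high and low control wells | medium = HEPES buffer containing pyrophosphatase, BSA, spermine, DTT | compound = single dose, 11.9 µM final nominal, 0.9% final DMSO | detection = Kinase-Glo luminescence, ATP depletion format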
# Scp-1 inhibitor: inhibitors of human Scp-1 phosphatase. Q9GZU7. Recombinant Scp1, phosphopeptide, malachite green phosphate absorbance. inhibition, % at 20 µM. 340,000 tested, 0.88% active. AID 493091;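 active = inhibition above about 50% at 20 µM, limit read from the data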;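 note: plate controls were DMSO wells with enzyme for no effect and wells lacking enzyme for full effect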
#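 System: truncated SCP-1 phosphatase (76-261aa); medium: Tris acetate buffer pH 5.5 with MgCl2 and Tween-20; incubation: 45 min room-temperature reaction, 5 min colour, 30 min stabiliser; compound: single 20 µM dose, 1% DMSO; reagent: Phosphorylated 17-residue peptide substrate; read-out: % inhibition at 20 µM; technique: colorimetric free-phosphate detection, absorbance 630 nm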
# STEP inh: inhibitors of human striatal-enriched phosphatase STEP | P54829 | 360,000 tested, 0.25% active | inhibition, % at 20 µM | recombinant STEP, OMFP fluorogenic substrate, fluorescence;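 active = inhibition at 20 µM, scaled per plate between control wells, above about 37%, limit read from the data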;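 note: 0% = DMSO with enzyme and substrate and 100% = substrate only without enzyme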
#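 Measure: Control-normalized % inhibition with plate pattern correction | Test system: STEP phosphatase, cell-free reaction | Medium: pH 6.0 Bis-Tris with DTT and Tween 20 | Technique: Fluorescence, 480/540 nm | Times: Reaction 20 min, ambient temperature | Doses: Single compound dose of 20 µM, 1% DMSO final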
# NRP1-CendR mod: modulators of CendR peptide binding to human neuropilin-1; O14786; FAM-RPARPAR peptide binding to NRP-1, fluorescence polarization; inhibition, % at 25 µM; 360,000 tested, 0.85% active; AID 602438;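 active = inhibition or corrected inhibition above about 18%, plus a signal ratio from 0.5 to 1.5, limit read from the data, passing the limit was not always enough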; note: strong numbers were not always called active
# Target sequence (O14786 whole entry, looked up): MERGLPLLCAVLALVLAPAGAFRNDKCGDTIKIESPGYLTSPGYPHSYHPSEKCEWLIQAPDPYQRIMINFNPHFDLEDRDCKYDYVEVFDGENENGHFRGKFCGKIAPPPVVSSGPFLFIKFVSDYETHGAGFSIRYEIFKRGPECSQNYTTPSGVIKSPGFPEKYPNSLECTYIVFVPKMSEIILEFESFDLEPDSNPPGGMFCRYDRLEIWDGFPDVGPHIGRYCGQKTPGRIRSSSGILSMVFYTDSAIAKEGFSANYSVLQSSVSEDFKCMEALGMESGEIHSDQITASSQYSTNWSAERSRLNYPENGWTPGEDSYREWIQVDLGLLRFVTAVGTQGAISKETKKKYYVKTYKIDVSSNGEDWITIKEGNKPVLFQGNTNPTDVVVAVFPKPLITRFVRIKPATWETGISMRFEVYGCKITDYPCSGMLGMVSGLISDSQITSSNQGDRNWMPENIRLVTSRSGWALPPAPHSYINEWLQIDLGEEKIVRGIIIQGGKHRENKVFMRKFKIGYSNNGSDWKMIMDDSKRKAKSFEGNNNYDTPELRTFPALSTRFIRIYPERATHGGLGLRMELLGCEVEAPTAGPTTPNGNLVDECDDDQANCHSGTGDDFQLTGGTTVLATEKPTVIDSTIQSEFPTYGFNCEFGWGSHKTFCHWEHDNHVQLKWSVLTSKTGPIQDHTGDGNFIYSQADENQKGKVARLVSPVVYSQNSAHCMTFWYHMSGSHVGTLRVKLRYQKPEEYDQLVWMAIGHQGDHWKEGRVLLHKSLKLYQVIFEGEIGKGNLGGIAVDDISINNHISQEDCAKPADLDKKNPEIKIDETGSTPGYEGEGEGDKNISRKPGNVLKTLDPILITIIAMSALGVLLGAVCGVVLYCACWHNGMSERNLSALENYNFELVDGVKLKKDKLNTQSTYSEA
# SUMO1-SIM PPI: alters human SUMO1 binding to SIM partners; P63165; SUMO1 binding to a labelled peptide, TR-FRET, 1 h; inhibition, % at 20 µM; 360,000 tested, 0.33% active; AID 602429; in the data active = inhibition above about 37%
# E coli Lon inh: E. coli protease La inhibition; P0A9M0; purified E. coli Lon protease, fluorescence polarization; inhibition, % at 7.94 µM; 360,000 tested, 0.42% active; AID 602123; in the data active = inhibition above about 13%, passing the limit was not always enough;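 note: 0% = enzyme with probe and DMSO and 100% = no enzyme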
# DNMT1 block: blocks human DNA methyltransferase DNMT1. AID 588458. DNMT1 molecular beacon, Hinp1I cleavage, fluorescence. 360,000 tested, 0.83% active. P26358. inhibition (reported as % activation of signal), % at 10 µM; in the data active = inhibition above about 50%
# The depositor's hits bear a star; nt = not tested or not shown.
SMILES,bovine MsrA act,LMPTP block,MsrA inhibitor,Tb MetRS inh,Scp-1 inhibitor,STEP inh,NRP1-CendR mod,SUMO1-SIM PPI,E coli Lon inh,DNMT1 block
CCCCC(=O)Nc1nc(C)c(-c2csc(Nc3ccc(Cl)cc3)n2)s1,-3,3.4,nt,-0.2,-1,-2,9,1,-8,-43
O=C(NNC(=O)c1ccccc1Cl)c1ccccc1Cl,-3,-0.4,-1.4,0.9,-7,3,15,-1,6,-3
Cc1cc(Cl)ccc1C(=O)C1CCCN(C(=O)c2cscn2)C1 (stereo unspecified),1,-0.8,-0.6,-0.3,-12,-1,2,4,0,11
CCN1CCC(N2CCN(c3ccccc3OC)CC2)CC1,-5,-1.5,-0.1,-1.4,-4,2,7,3,4,-1
COc1ccccc1NC(=O)CSc1nc2ccccc2c(=O)n1C,-2,-2.2,0.4,0.4,-6,3,2,2,-17,-1
COc1ccc(OC)c(NC(=O)Nc2nnc([C@@H]3O[C@H](CO)[C@@H](O)[C@H]3O)s2)c1,-2,0.6,0.0,0.3,nt,0,8,-2,1,0
CC1CCCC(NC(=O)CSc2cccc[n+]2[O-])C1C (stereo unspecified),-2,-2.0,-0.7,-0.7,-2,1,14,-1,7,2
CC(=O)N1CCN(C(=O)c2ccc(NS(=O)(=O)c3ccc(Cl)c(Cl)c3)cc2)CC1,-1,0.0,-1.6,-0.2,0,2,2,1,6,1
CC(C)CN(C(=O)CN1CCN(c2ccc([N+](=O)[O-])cc2)CC1)c1c(N)n(CC(C)C)c(=O)[nH]c1=O,-3,0.0,0.1,-0.5,-12,-6,3,-18,-1,-5
Cc1cccc(C)c1NC(=O)Cn1nnc(-c2ccc(CN3CCC(C)CC3)cc2)n1,-1,0.9,1.4,-0.6,-9,1,3,1,7,2
COc1ccc(COC(=O)C2CC(=O)N(Cc3ccccc3)C2)cc1 (stereo unspecified),-4,-0.4,-0.9,-0.5,-6,-1,12,-1,-6,1
O=C(O)CC/C(=C\c1ccccc1[N+](=O)[O-])c1nc2ccccc2s1,-3,-1.3,-0.6,-0.1,-3,4,-12,-20,2,-1
Cn1c(=O)n(CCN2CCOCC2)c(=O)c2c1nc1n2CCN1c1ccc(Oc2ccccc2)cc1,2,-0.2,1.1,-0.6,1,3,8,3,2,-3
Cc1cc(C(=O)OCC(=O)NC2CCCC2)c2ccccc2n1,-2,-0.6,-0.3,-0.3,5,2,-6,-11,-9,-1
O=C(Nc1ccccc1)C1Cc2c(-c3ccc(Cl)cc3)ccnc2O1 (stereo unspecified),-6,0.4,-0.3,0.4,nt,6,6,15,0,2
Cc1cc(C)n2nc(C(=O)OC(C)C(=O)c3cc(C)c(C)cc3C)nc2n1 (stereo unspecified),1,-0.5,-1.5,0.0,2,-1,10,2,-14,1
CCOC(=O)c1[nH]c(C)c(C(=O)OCc2c(C)noc2C)c1C,-2,0.6,1.5,-0.2,10,-1,-3,0,-3,-2
C/C(=N\O)c1cc(Cl)ccc1O,-3,0.7,-1.1,-0.8,-5,-2,5,3,-10,1
Fc1ccccc1CNc1ccc(Cl)cc1,-12,0.6,-0.3,-1.5,-4,-1,2,0,-5,16
O=C1CCCC2=C1C1(CCCCC1)N=C(Nc1nc3ccccc3o1)N2,-5,3.4,-0.6,-0.9,-7,3,-7,-2,-4,-1
CCOc1ccc2nc(N3CCCC(C(=O)NCC4CCCO4)C3)sc2c1 (stereo unspecified),-9,-0.4,-0.3,0.0,1,0,2,-1,0,1
Cn1nccc1C(=O)Nc1cccc(S(=O)(=O)N2CCOCC2)c1,-4,0.3,-1.2,-0.1,1,-2,-3,-3,-6,1
CNc1nc(-c2ccccn2)nnc1-c1ccccc1,0,-0.5,2.9,-0.7,1,-2,2,-1,-3,-2
O=[N+]([O-])c1cccnc1-n1cnc2ccccc21,-1,-1.1,1.2,0.0,-1,0,6,-11,-12,-4

# Sorted by count of non-hydrogen atoms (largest number first): part of the list above
SMILES,bovine MsrA act,LMPTP block,MsrA inhibitor,Tb MetRS inh,Scp-1 inhibitor,STEP inh,NRP1-CendR mod,SUMO1-SIM PPI,E coli Lon inh,DNMT1 block
Cn1c(=O)n(CCN2CCOCC2)c(=O)c2c1nc1n2CCN1c1ccc(Oc2ccccc2)cc1,2,-0.2,1.1,-0.6,1,3,8,3,2,-3
Cc1cccc(C)c1NC(=O)Cn1nnc(-c2ccc(CN3CCC(C)CC3)cc2)n1,-1,0.9,1.4,-0.6,-9,1,3,1,7,2
CC(=O)N1CCN(C(=O)c2ccc(NS(=O)(=O)c3ccc(Cl)c(Cl)c3)cc2)CC1,-1,0.0,-1.6,-0.2,0,2,2,1,6,1
Cc1cc(C)n2nc(C(=O)OC(C)C(=O)c3cc(C)c(C)cc3C)nc2n1 (stereo unspecified),1,-0.5,-1.5,0.0,2,-1,10,2,-14,1
O=C1CCCC2=C1C1(CCCCC1)N=C(Nc1nc3ccccc3o1)N2,-5,3.4,-0.6,-0.9,-7,3,-7,-2,-4,-1
O=C(Nc1ccccc1)C1Cc2c(-c3ccc(Cl)cc3)ccnc2O1 (stereo unspecified),-6,0.4,-0.3,0.4,nt,6,6,15,0,2
Cn1nccc1C(=O)Nc1cccc(S(=O)(=O)N2CCOCC2)c1,-4,0.3,-1.2,-0.1,1,-2,-3,-3,-6,1
CCOC(=O)c1[nH]c(C)c(C(=O)OCc2c(C)noc2C)c1C,-2,0.6,1.5,-0.2,10,-1,-3,0,-3,-2
CC1CCCC(NC(=O)CSc2cccc[n+]2[O-])C1C (stereo unspecified),-2,-2.0,-0.7,-0.7,-2,1,14,-1,7,2
O=[N+]([O-])c1cccnc1-n1cnc2ccccc21,-1,-1.1,1.2,0.0,-1,0,6,-11,-12,-4
Fc1ccccc1CNc1ccc(Cl)cc1,-12,0.6,-0.3,-1.5,-4,-1,2,0,-5,16
C/C(=N\O)c1cc(Cl)ccc1O,-3,0.7,-1.1,-0.8,-5,-2,5,3,-10,1

# (list continues)
SMILES,bovine MsrA act,LMPTP block,MsrA inhibitor,Tb MetRS inh,Scp-1 inhibitor,STEP inh,NRP1-CendR mod,SUMO1-SIM PPI,E coli Lon inh,DNMT1 block
O=C(c1cnc2ccc3ccccc3c2c1)c1cc(F)ccc1O,-1,3.7,2.1,-0.5,-5,1,-6,-10,4,-6
COc1cccc2sc3cc(NCc4ccc(C)o4)ccc3c(=O)c12,-2,3.3,0.8,-0.3,9,2,-5,6,-15,-12
COc1ccc(NC(=O)CSc2nc(C)cc(C)n2)c([N+](=O)[O-])c1,-4,0.7,1.4,0.0,-3,0,-4,-13,1,-5
COc1ccc(-c2nc(CSCC(=O)NC3CCCC3)c(C)o2)cc1OC,-12,0.3,-0.6,-0.7,17,-6,-2,6,1,0
Cc1cccc(C(=O)NNC(=O)c2n[nH]c(=O)c3ccccc23)c1C,-2,-1.7,-0.5,0.5,-7,-2,7,-22,8,4
S=C(Nc1cccnc1)NC1CCCC1,-2,-0.7,-0.1,-0.4,-3,-1,1,1,-4,-7
CC(=O)Oc1ccc(/C=C/c2nc3ccccc3c(=O)o2)cc1,-10,-1.7,3.1,-1.1,3,0,-18,-7,11,7
C=CCCCOc1ccc(C(=O)O)cc1,1,-1.8,-0.1,-0.2,-6,0,-4,2,-2,1
CCCNC(=O)C1(C)CCN(C(=O)c2oc3ccccc3c2C)C1 (stereo unspecified),-1,-1.5,-0.3,-0.4,nt,0,0,-4,7,-2
Cc1cccc(-c2noc(C3CCCCC3)n2)c1,-5,0.4,0.4,-0.5,-2,4,-13,5,-1,1
O=C1CSc2ccc(C(=O)Nc3cccc(S(=O)(=O)Nc4ccc(Br)cc4)c3)cc2N1,-4,5.3,2.4,0.0,-7,-1,-3,21,7,-21
COc1ccccc1CNC(=O)c1ccncc1,-2,-0.4,2.4,-0.1,-2,-1,12,3,-7,2

# Some values from the results shown.
# In SUMO1-SIM PPI, C=CCCCOc1ccc(C(=O)O)cc1 is entered as 2
# In SUMO1-SIM PPI, S=C(Nc1cccnc1)NC1CCCC1 is entered as 1

# The results go on.
SMILES,bovine MsrA act,LMPTP block,MsrA inhibitor,Tb MetRS inh,Scp-1 inhibitor,STEP inh,NRP1-CendR mod,SUMO1-SIM PPI,E coli Lon inh,DNMT1 block
COC(=O)C1=C(C)N(CCc2ccccc2)C(=O)C1(NS(=O)(=O)c1ccc(NC(C)=O)cc1)C(F)(F)F (stereo unspecified),-4,0.1,1.4,-0.7,12,0,8,2,-5,1
O=C1C2C3C=CC(CC3)C2C(=O)N1/N=C/c1ccccc1O (stereo unspecified),-5,-1.6,0.0,-0.6,5,3,-4,-8,-6,5
CCOC(=O)N1CCC(NC(=O)CCCN2C(=O)CSc3ncccc32)CC1,3,0.5,-0.2,-0.4,-3,-4,0,4,0,1
COc1ccccc1CC(=O)NCc1csc(-c2cccs2)n1,-5,0.2,3.0,-0.1,-2,5,0,-13,-4,-1
C=CC[C@H](CC(=O)NCCO)C(=O)N[C@@H](C)COC(=O)[C@H](CC=C)CC(=O)OC(C)(C)C,-3,-1.5,0.0,-0.6,0,1,5,2,-7,2
CC(C)=C1C2C=CC1C(C(=O)Nc1cc(C)ccc1C)C2C(=O)O (stereo unspecified),-11,-1.6,0.1,-2.1,4,-1,0,-6,-1,-1
O=C1c2ccccc2NC(c2ccccn2)N1NS(=O)(=O)c1ccccc1 (stereo unspecified),-14,-0.9,-0.8,-1.8,7,-2,-17,3,-5,-4
COc1cccc(Sc2ccccc2CN(C)C)c1,-3,-2.0,-0.7,-1.2,-16,-3,-6,-3,-8,0
COc1ccc(OCCn2cc(/C=N/NC(=O)c3ccncc3)c3ccccc32)cc1,-9,-1.5,0.1,-1.1,-5,0,7,-4,-5,-1
COC(=O)[C@H](CCSC)NC(=O)Nc1ccc(C)cc1C,-3,-1.1,1.4,-0.8,-6,-1,-4,-2,-2,5
Cc1cc(C)cc(NC(=O)CSc2nnc(-c3ccccc3C)o2)c1,0,2.1,-0.1,0.2,-5,0,-10,2,-15,-6
CN(c1ccccc1)S(=O)(=O)c1cccc(Cl)c1Cl,-3,1.7,-0.4,-0.3,-9,0,-8,0,1,1
Cc1ccc(/C=C/C(=O)O)cc1S(=O)(=O)NCc1cccnc1,-4,-1.8,0.7,-0.1,2,0,-8,-3,-5,-1
COc1ccc(C(=O)Cn2c(Cl)nc3c2c(=O)n(C)c(=O)n3C)cc1,-3,0.4,-0.1,0.1,-3,-2,-15,2,-10,1

# Rows were taken by chance (roughly 4.3% active in at least one column).
